DYRK1A inh = rat Dyrk1A kinase inhibitors, primary screen, biochemical, single point, plate reader; Dual specificity tyrosine-phosphorylation-regulated kinase 1A (Rattus norvegicus), Q63470; ADP-Glo luminescence, NFATc1 peptide; inhibition, % at 12.5 µM; 310,000 compounds, 0.43% hits; AID 504441, 2011; in the data active means inhibition above about 50%;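 further: plate controls were vehicle with enzyme for no effect and no enzyme for full effect; many of its hits are not listed in these tables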
GSK3beta inhib = human GSK3beta kinase inhibitors, primary screen, biochemical, cell-free homogeneous, HTS; Glycogen synthase kinase-3 beta (Homo sapiens), P49841; GST-GSK3beta kinase, ADP-Glo luminescence, 60 min; stronger effect = lower value; activity score (negative = inhibition), % at 10 µM; 300,000 compounds, 0.038% hits;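 active means more than half of replicate wells score below -50%, meaning over 50% inhibition versus plate controls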;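 further: 0% = median DMSO wells and -100% = median GW8510 positive control wells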
Target sequence (P49841 whole entry, looked up): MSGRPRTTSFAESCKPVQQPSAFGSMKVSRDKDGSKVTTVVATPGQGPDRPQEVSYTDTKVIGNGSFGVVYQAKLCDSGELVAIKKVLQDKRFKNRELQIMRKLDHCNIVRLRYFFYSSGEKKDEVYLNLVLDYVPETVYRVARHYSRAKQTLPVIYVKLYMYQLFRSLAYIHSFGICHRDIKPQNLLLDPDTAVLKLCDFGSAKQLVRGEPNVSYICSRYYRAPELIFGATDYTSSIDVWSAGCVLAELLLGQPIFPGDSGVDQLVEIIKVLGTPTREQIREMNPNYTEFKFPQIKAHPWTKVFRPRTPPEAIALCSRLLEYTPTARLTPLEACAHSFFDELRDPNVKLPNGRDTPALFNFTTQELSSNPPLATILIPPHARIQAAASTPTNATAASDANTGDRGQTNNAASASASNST
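Assay system: GST-fused GSK3beta enzyme, cell-free / Medium: Tris pH 7.5 buffer with MgCl2, DTT, BSA, heparin / Also added: peptide substrate plus 25 µM ATP (final) / Compound: 10 µM single point / Timing: kinase reaction with compound 60 min at room temperature / Detection: ADP-Glo luminescence / Benchmarks: DMSO neutral wells and GW8510 at 20 µM as positive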
KCNQ1 act = potentiators or activators of KCNQ1 channel, primary screen, cell-based, thallium flux, high-throughput; 310,000 compounds, 0.35% hits; CHO-K1 KCNQ1, thallium flux FluxOR fluorescence; stronger effect = higher value; Potassium voltage-gated channel subfamily KQT member 1 (Homo sapiens), P51787; AID 2648, 2010; B-score at 10 µM;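 active means fluorescence ratio B-score, a plate-corrected score, at least three library SD, with initial intensity B-score within 5 SD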
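Test system: CHO-K1 cells stably expressing KCNQ1 / Medium: assay buffer / Also added: depolarizing K+/Tl+ stimulus, K2SO4 and Tl2SO4 each 12.5 mM in 5x stock / Incubation: 90 min dye loading and 20 min compound exposure, both at room temperature / Signal: thallium influx via FluxOR fluorescence, kinetic imaging / Evaluation: B score of baseline-normalized fluorescence ratio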
RGS4 act = RGS4 potentiators or activators, primary screen, cell-based, HEK293 M3R inducible RGS4, calcium flux | B-score at 10 µM | carbachol calcium flux Fluo4; stronger effect = lower value | AID 463111, 2010 | 310,000 compounds, 0.92% hits;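 active means B-score of the integrated calcium signal more than 4 SD below the library mean, with starting fluorescence not abnormally high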;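 further: negative B-score means reduced calcium response which marks RGS4 activation or potentiation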
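Assay system: HEK293 FlpIn-TREx cells, stable M3R, doxycycline-inducible RGS4 / Probe or stimulus: carbachol, ECmax concentration / Times: overnight RGS4 induction, 30 min dye load 37 °C, 20 min compound RT / Signal: kinetic calcium fluorescence imaging with Fluo4-AM dye, 2 µM / Measure: Agonist-evoked peak-minus-minimum fluorescence over baseline, integrated ratio, B score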
PolyA inh = polyadenylation inhibitors in yeast reporter cells, primary screen, luminescence, S. cerevisiae; AID 1875, 2009; calls only at 12 µM; 300,000 compounds, 0.02% hits; S. cerevisiae SKY197-pL101 polyadenylation reporter, beta-gal luminescence; efflux-impaired pdr1/pdr3 knockout yeast; score 100 = 6 SD above DMSO;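 active means lowest replicate activity score at least 50, where 100 means six control SD above control mean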;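 further: yeast exposed to compound for 9 h at 30 °C; higher score means more reporter readthrough which indicates perturbed polyadenylation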
KCNK9 inh = KCNK9 potassium channel inhibitors, primary screen, HEK293 cells, thallium flux; FluxOR thallium flux fluorescence; stronger effect = lower value; 310,000 compounds, 1.2% hits; Potassium channel subfamily K member 9 (Homo sapiens), Q9NPC2; B-score at 10 µM;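 active means ratio B-score over 3 SD below the library mean, with starting fluorescence within 5 SD of its mean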;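 further: negative B-score means less thallium flux so channel inhibition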
GSK3A inh = blockers of GSK3A enzyme activity – biochemical, luminescence, cell-free homogeneous, HTS, primary screen; GSK-3 alpha kinase, ADP-Glo luminescence, 60 min; inhibition, % at 10 µM; 320,000 compounds, 0.1% hits; Glycogen synthase kinase-3 alpha (Homo sapiens), P49840; AID 2650, 2010;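 in the data active means inhibition above about 50%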;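 further: GST-tagged GSK-3 alpha with peptide substrate and 25 µM ATP; 0% = DMSO neutral wells and 100% = GW8510 positive control wells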
KCNQ1 inh = inhibitors of human KCNQ1 channel, primary screen, cell-based, thallium flux, high-throughput. Potassium voltage-gated channel subfamily KQT member 1 (Homo sapiens), P51787. CHO-K1 KCNQ1, FluxOR thallium flux fluorescence; stronger effect = higher value. B-score at 10 µM. 310,000 compounds, 1.3% hits. AID 2642, 2010;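 active means compounds whose thallium flux B-score, printed positive for inhibition, exceeds three library SD while starting fluorescence stays within three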;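 further: channel opened by potassium depolarization with thallium stimulus after 20 min compound exposure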
KCNK3 block = human KCNK3 channel inhibitors, primary screen, CHO cells, FluxOR thallium flux, B-score | B-score at 10 µM | AID 602410, 2012 | 340,000 compounds, 0.84% hits | FluxOR fluorescence; stronger effect = lower value;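 active means B-score under library mean minus 4 SD, starting fluorescence ratio at most library mean plus 5 SD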;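 further: more negative B-score means stronger inhibition of thallium flux through KCNK3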
Target sequence (O14649 whole entry, looked up): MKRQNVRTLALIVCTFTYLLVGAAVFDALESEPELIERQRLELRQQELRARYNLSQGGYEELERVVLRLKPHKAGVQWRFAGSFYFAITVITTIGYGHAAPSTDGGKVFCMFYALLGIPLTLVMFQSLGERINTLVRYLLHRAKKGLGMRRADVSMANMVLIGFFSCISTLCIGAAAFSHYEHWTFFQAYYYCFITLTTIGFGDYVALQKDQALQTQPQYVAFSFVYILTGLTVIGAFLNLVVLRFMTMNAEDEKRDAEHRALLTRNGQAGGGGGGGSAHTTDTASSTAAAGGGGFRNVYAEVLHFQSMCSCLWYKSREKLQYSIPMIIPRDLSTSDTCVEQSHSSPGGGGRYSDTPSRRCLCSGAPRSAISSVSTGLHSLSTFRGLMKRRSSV
HDAC3 inhib = HDAC3 deacetylase inhibitors, primary screen, biochemical, fluorescence, cell-free homogeneous. Histone deacetylase 3 (Homo sapiens), O15379. inhibition, % at 8.3 µM. AID 2718, 2010. 320,000 compounds, 0.15% hits. recombinant HDAC3, fluorogenic peptide/trypsin coupled; in the data active means inhibition above about 26%, passing the limit was not always enough
hERG rescue = hERG rescue from dofetilide block, primary screen, cell-based, CHO-hERG, FluxOR thallium flux, dofetilide IC70 | 310,000 compounds, 0.51% hits | AID 1511, 2009 | dofetilide IC70 present | Voltage-gated inwardly rectifying potassium channel KCNH2 (Homo sapiens), Q12809 | activation (rescue from dofetilide block), less the hit threshold, % at 10 µM;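 active means activation above the mean of controls blocked by dofetilide plus 5 SD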;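 further: thallium influx through hERG after potassium depolarization seen as dye fluorescence rise; in these data hits start at about 4.7%; inactives centre near -7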
The depositor's hits bear a star; i = inactive; . = no result given. Not all compounds are listed (hit frequency here may not be typical).

Structure | GSK3beta inhib | DYRK1A inh | KCNQ1 inh | RGS4 act | KCNK9 inh | PolyA inh | hERG rescue | KCNQ1 act | KCNK3 block | HDAC3 inhib | GSK3A inh
COc1ccccc1NC(=S)NCCc1c[nH]c2ccccc12 | -1 | -3 | i | i | i | i | -8 | i | i | 1 | -1
CCCNC(=O)C(=O)N/N=C/c1ccc(OCc2ccccc2)cc1 | 1 | -26 | i | i | i | i | -4 | i | i | 3 | -1
CCOc1ccc(NS(=O)(=O)c2ccc(NC(=O)c3cccnc3)c(OC)c2)cc1 | 2 | -5 | i | i | i | i | -1 | i | i | -4 | 1
CCOC(=O)N1c2ccccc2Sc2ccccc21 | 1 | -2 | i | i | i | i | -7 | i | i | 7 | 0
Cc1ccc2c(CSc3nncn3C)cc(=O)oc2c1C | -4 | 5 | i | i | i | i | -12 | i | i | 1 | 6
O=C(Cn1nc(-c2cccc(Cl)c2)ccc1=O)Nc1cccnc1 | -4 | 7 | i | i | i | i | -9 | i | i | 1 | 0
CCN(C(=O)/C=C/c1ccccc1)C1CCCCC1 | 4 | -2 | i | i | i | . | -10 | i | i | -1 | 0
CCOC(=O)Cc1csc(NC(=O)COc2ccc(C)c(C)c2)n1 | -5 | -2 | i | i | i | i | -13 | i | i | 5 | -1
CN(CC1CCCN(CCc2ccccc2F)C1)C(=O)c1ccoc1 (configuration not stated) | -2 | 2 | i | i | i | i | -7 | i | i | 1 | -2
Cc1cc(SCC(=O)N(C)CC(=O)Nc2ccc(F)cc2)nc2ccccc12 | 0 | 3 | i | i | i | i | -6 | i | i | 2 | 0
O=C(CN(c1ccc2c(c1)OCCO2)S(=O)(=O)c1ccccc1)NCC1CCCO1 (configuration not stated) | 0 | 2 | i | i | i | i | -12 | i | i | -5 | -2
O=C(Nc1nnc(Cc2ccc(Cl)cc2)s1)c1cccs1 | 7 | 1 | i | i | i | i | -12 | i | i | 6 | -4
COC(=O)c1ccc(-c2n[nH]c(=O)c3ccccc23)cc1 | 3 | -2 | i | i | i | i | -12 | i | i | -1 | -1
COC(=O)c1sc(S(=O)(=O)NC(C)C(=O)O)c(C(=O)OC)c1C (configuration not stated) | -1 | -3 | i | i | i | i | -7 | i | i | -5 | -1
O=C(CSc1nc2ncccc2[nH]1)NC1CCCCC1 | -3 | -4 | i | i | i | i | -1 | i | i | 6 | 0
Cc1ccc(Cl)cc1N1C(=O)CC(Sc2ncccn2)C1=O (configuration not stated) | 3 | -1 | i | i | i | i | -3 | i | i | 2 | -1
NC(=O)c1c(NC(=O)c2ccc([N+](=O)[O-])o2)sc2c1CCCC2 | 0 | 5 | i | i | i | i | -8 | i | i | -1 | 1
CCOCCCNC(=O)c1ccc(N2CCOCC2)c(NS(=O)(=O)c2ccc(OC)cc2)c1 | 1 | -2 | i | i | i | i | 0 | i | i | -8 | -1
COC(=O)c1ccc(Cn2cnc3c(cnn3-c3ccc(C)c(C)c3)c2=O)o1 | 1 | 1 | i | i | i | i | -3 | i | i | -5 | -2
CCCN1CCN(CCCNC(=O)CCCn2nc(C)c3sc4ccccc4c3c2=O)CC1 | 5 | 0 | i | i | i | i | -5 | i | i | 2 | -1
O=C(NNC(=O)c1ccc2c(=O)n3c(nc2c1)CCC3)c1cccc(Cl)c1 | 0 | -8 | i | i | i | i | -14 | i | i | 6 | 0
COc1ccc(-c2csc(Nc3cc(C)ccn3)n2)cc1C | 3 | -2 | i | i | i | i | -3 | i | i | 10 | -2
COCCNC(=O)C(c1ccc(OC)cc1)N(CCOC)C(=O)CCC(=O)Nc1nccs1 (configuration not stated) | -23 | -2 | i | i | i | i | 0 | i | i | 1 | 0
Cc1ccc(NC(=O)CCC(=O)OCC(=O)c2ccc(-c3ccccc3)cc2)cc1 | -3 | -6 | i | i | i | i | -12 | i | i | 1 | 0
O=C(Cc1cccs1)Nc1ccccc1-c1nc2ccccc2[nH]1 | -5 | . | i | i | i | i | -21 | i | . | -47 | 1

3 entries from above, ordered by SMILES length, low to high.
Structure | GSK3beta inhib | DYRK1A inh | KCNQ1 inh | RGS4 act | KCNK9 inh | PolyA inh | hERG rescue | KCNQ1 act | KCNK3 block | HDAC3 inhib | GSK3A inh
CCOC(=O)Cc1csc(NC(=O)COc2ccc(C)c(C)c2)n1 | -5 | -2 | i | i | i | i | -13 | i | i | 5 | -1
Cc1cc(SCC(=O)N(C)CC(=O)Nc2ccc(F)cc2)nc2ccccc12 | 0 | 3 | i | i | i | i | -6 | i | i | 2 | 0
COC(=O)c1ccc(Cn2cnc3c(cnn3-c3ccc(C)c(C)c3)c2=O)o1 | 1 | 1 | i | i | i | i | -3 | i | i | -5 | -2

Additional structures
Structure | GSK3beta inhib | DYRK1A inh | KCNQ1 inh | RGS4 act | KCNK9 inh | PolyA inh | hERG rescue | KCNQ1 act | KCNK3 block | HDAC3 inhib | GSK3A inh
CC1=C(Sc2nc3ccccc3[nH]2)C(=O)NC(C)(C)C1 | -3 | 4 | i | i | i | i | -8 | i | i | 2 | -3
Nc1cccc(-c2nc3ccccc3[nH]2)c1 | 2 | 7 | i | i | i | i | -4 | i | i | -86 | -1
COc1ccccc1N1CCN(C(=O)c2cccc(C(=O)N3CCN(c4ccccc4OC)CC3)c2)CC1 | . | -8 | i | i | i | i | -3 | i | i | -3 | -1
COc1cc(Br)cc2cc(C(=O)N3CCCCC3C)c(=O)oc12 (configuration not stated) | 0 | -5 | i | i | i | i | -13 | i | i | 3 | 1
COC(=O)N1[C@H](C)C=C[C@]1(Cc1ccccc1)C(=O)NCCCNc1ncc(C(F)(F)F)cc1Cl | -2 | 8 | i | i | i | i | -7 | i | i | 13 | -1
Cc1cccc(N2CCN(C(=O)C(NS(=O)(=O)c3cccs3)c3ccccc3)CC2)c1C (configuration not stated) | -3 | 2 | i | i | i | i | 0 | i | i | 4 | -4
COc1cc(C2C3=C(CC(C)(C)CC3=O)OC(N)=C2[N+](=O)[O-])ccc1O (configuration not stated) | 1 | 4 | i | i | i | i | -2 | i | i | 1 | -1
COc1ccc(-c2nc3c(n2O)CCc2c-3no[n+]2[O-])cc1 | 3 | 2 | i | i | i | i | -10 | i | i | 7 | 1
Cc1nc(-c2cccs2)sc1C(=O)NN | 0 | 13 | i | i | i | i | -13 | i | i | 1 | -2
Cc1ccc(-c2nnc(Nc3cccc(O)c3)c3ccccc23)cc1S(=O)(=O)NCCO | 4 | 0 | i | i | i | i | -3 | i | i | 4 | -1
N=C1/C(=C/c2cccn2-c2ccc([N+](=O)[O-])cc2)C(=O)N=C2SC=CN12 | 3 | -3 | i | i | i | i | -10 | i | i | 1 | -1
COC(=O)c1cc(Cl)c(NC(=O)/C=C/c2ccc(Cl)cc2)cc1OC | 0 | 3 | i | i | i | i | -9 | i | i | -2 | -2
COc1ccc2c(CC(=O)NCC3CCC(C(=O)O)CC3)cc(=O)oc2c1 (configuration not stated) | 1 | 3 | i | i | i | i | -3 | i | i | -56 | -1
c1ccc2c(c1)CCc1ccccc1C2=C1CCNCC1 | 0 | . | i | -12* | i | i | -9 | i | i | -6 | 0
CC(=O)Nc1sc2c(c1CN1CCN(C)CC1)CCCC2 | 0 | 22 | i | i | i | i | -1 | i | i | -2 | 0
COc1ccc(NC(=O)C2CCCCN2CC(=O)OCc2ccccc2)cc1OC (configuration not stated) | -2 | -2 | i | i | i | i | -5 | i | i | 3 | 1
COc1ccc(-c2noc(CCCC(=O)O)n2)cc1 | -8 | 2 | i | i | i | i | -12 | i | i | 1 | -3
CCC(=O)Nc1ccc2c(c1)nc1n2CCN(CCOC)C1 | -3 | 5 | i | i | i | i | -8 | i | i | -21 | -2
Clc1ncccc1-c1nnn(-c2ccccc2)n1 | 1 | 7 | i | i | i | i | -6 | i | i | -1 | 2
O=C(/C=C/c1cccs1)Nc1ccc(N2CCOCC2)c(S(=O)(=O)Nc2ccccc2Cl)c1 | 0 | -8 | i | i | i | i | -6 | i | i | -11 | -2
CN1C(C(=O)NCc2ccc(OC(F)(F)F)cc2)CC2Cn3c(nc4cc(Cl)c(Cl)cc43)C21 (configuration not stated) | 1 | 36 | i | i | i | i | -13 | i | i | 10 | -1
Cc1cccc(N2CCN(C(=O)/C=C/c3cccs3)CC2C)c1 (configuration not stated) | 3 | -4 | i | i | i | i | 4 | i | i | -11 | -2
C=CCN(Cc1ccc(OC)c(OC)c1)C(=O)c1cc2cc(F)ccc2[nH]1 | 0 | 0 | i | i | i | i | -3 | i | i | 10 | -1
Cc1ccc(Cn2ccnc2SCC(=O)NC2CCCC2)cc1 | -3 | -4 | i | i | i | i | -8 | i | i | . | -2
COc1ccc(C(=O)Oc2cc(C)[nH]c(=O)c2[N+](=O)[O-])c(OC)c1 | 2 | 4 | i | i | i | i | -5 | i | i | 1 | 0
CCc1ccccc1N(CC(=O)NC(C)C)C(=O)CCC(=O)Nc1nccs1 | 2 | 4 | i | i | i | i | -3 | i | i | -4 | 0
CCCOc1cccc(CN2CCCCC2c2cccnc2)c1 (configuration not stated) | 1 | 2 | i | i | i | i | -2 | i | i | 11 | -1
CCc1ccc(-c2csc3ncn(CC(=O)NCc4ccco4)c(=O)c23)cc1 | 2 | -6 | i | i | i | i | -15 | i | i | -5 | 0
N/C(=N\c1nc(CSc2ccc(Cl)cc2)cc(=O)[nH]1)Nc1ccccc1C(F)(F)F | -5 | 23 | i | i | i | i | -18 | i | i | 2 | -2
